KB-V1 cytotox = kills drug-selected multidrug resistant KB-V1 cells. KB-V1 MDR cells viability, CellTiter-Glo, 72 h. Potency, µM (highest dose often 46.1 µM), inactives show top-dose activity change, negative = cytotoxicity, hits mostly cytotoxic. hit rate 3.4% among 400,000; also: potency is read from the fitted curve at half-maximal effect; % is scaled to controls: 0 for no effect and ±100 for the full control effect; nearly all actives have a fitted effect of over 60% in size
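Compound-treated KB-V1 multidrug-resistant cells, 72 h, 37 degrees C; viability by CellTiter-Glo. Fitted qHTS curves give the values.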
HT1080NT lethal = kills 2HG-producing HT-1080-NT fibrosarcoma cells; HT-1080-NT fibrosarcoma viability, CellTiter-Glo ATP luminescence, 48 h; Potency, µM (titrated, usually from 46.1 µM), inactives show at the top dose activity, negative = less viability, most hits filed as cytotoxic; hit rate 1.6% among 360,000;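 also: NT is the 2HG producing partner of a matched IDH1 knockdown line; potency is read from the fitted curve at half-maximal effect; 0% = DMSO-treated cells and -100% = media-only wells without cells; nearly all actives have a fitted effect of over 55% in size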
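750 cells/well, RPMI + 5% FBS; 2 h settle, compound pin-transfer, 48 h at 37 degrees C. CellTiter-Glo 10 min RT, luminescence. Normalized to DMSO and media-only wells.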
D3 antag = blocks the human D3 dopamine receptor. P35462. D3R cells, DiscoveRx beta-arrestin luminescence, antagonist mode; hits give low values. max response, negative = inhibition, %. hit rate 2.5% among 360,000. AID 652054; in the data active = max response below about -50%; inconclusive = no clear call, values can overlap the other calls; also: % is scaled to controls: 0 for no effect and ±100 for the full control effect; mostly tested at two doses, the higher about 12 µM
Target sequence (P35462 whole entry, looked up): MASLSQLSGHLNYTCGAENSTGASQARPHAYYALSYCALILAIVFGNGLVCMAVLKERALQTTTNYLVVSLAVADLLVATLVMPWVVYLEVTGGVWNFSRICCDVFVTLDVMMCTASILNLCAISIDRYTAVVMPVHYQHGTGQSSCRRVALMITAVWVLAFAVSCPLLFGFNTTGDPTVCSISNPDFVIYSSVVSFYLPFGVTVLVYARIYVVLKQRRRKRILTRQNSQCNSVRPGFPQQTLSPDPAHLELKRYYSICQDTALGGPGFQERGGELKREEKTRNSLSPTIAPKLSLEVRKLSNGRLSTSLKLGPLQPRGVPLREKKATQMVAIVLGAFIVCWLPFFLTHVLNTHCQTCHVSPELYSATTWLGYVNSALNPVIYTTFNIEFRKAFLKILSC
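Cells expressing the human receptor were seeded at 1500 cells/well, incubated overnight at 37 degrees C in 5% CO2, then exposed to library compounds with dopamine controls for 90 minutes at 37 degrees C before luminescent detection.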
D3 ag = D3 dopamine receptor (human) agonism | P35462 | D3R DiscoveRx beta-arrestin cells, luminescence, 90 min | max activation, % | hit rate 0.58% among 410,000 | AID 652048; in the data active = max activation above about 30%; also: 0% is about no effect; mostly tested at two doses, the higher about 12 µM
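Agonist-mode cell screen: cells plated at 1500/well and incubated overnight at 37 °C, then exposed to library compounds for 90 min at 37 °C. Detection reagent was added for 30–60 min at room temperature, and luminescence was read.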
KB-3-1 tox = KB-3-1 parental cell cytotoxicity; KB-3-1 viability, CellTiter-Glo ATP luminescence, 72 h; Potency, µM (doses to about 46.1 µM), for the others: at the highest dose activity change, negative = cytotoxic, usual class: cytotoxic; hit rate 1.4% among 400,000; also: potency is read from the fitted curve at half-maximal effect; % is scaled to controls: 0 for no effect and ±100 for the full control effect; nearly all actives have a fitted effect of over 60% in size
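KB-3-1 cells, DMEM (no phenol red) + 10% FBS; compound by pin transfer, 72 h, 37 °C. Readout: CellTiter-Glo luminescence after 10 min. Data normalized, curve-fitted.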
HT1080 IDH1KD tx = HT-1080 IDH1 knockdown cell toxicity (counter line); HT-1080 IDH1 knockdown viability, ATP luminescence, 48 h; Potency, µM (titrated, usually from 46.1 µM), for the others: top-dose activity, negative = toxicity, actives largely listed as cytotoxic; hit rate 2% among 360,000; AID 686971;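 also: potency is read from the fitted curve at half-maximal effect; 0% = DMSO wells and -100% = cell-free medium wells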
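IDH1KD HT-1080 cells, 750/well, RPMI + 5% FBS; compound pinned after 2 h settling; 48 h, 37 °C; CellTiter-Glo luminescence; % activity normalised to DMSO and no-cell wells; curves fitted, classed by r2 and efficacy.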
IL1B secr inh = blocks inflammasome-driven IL-1 beta release | THP-1 LPS/ATP IL-1B secretion, AlphaLISA, 16 h; hits give low values | activity change, % at 57.5 µM | hit rate 4.7% among 360,000; in the data active = activity change below about -50%; inconclusive = mostly about -30% to -49%; also: % is scaled to controls: 0 for no effect and ±100 for the full control effect
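THP-1 cells pretreated 1 hr with compounds (up to 57.5 uM final), then stimulated with LPS (250 ng/mL final) plus ATP (1.25 mM final); secreted IL-1B measured by AlphaLISA after 16 hr, decreased signal indicating inhibition.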
GLP1R ag = GLP-1 receptor (human) agonism; P43220; HEK293 GLP-1R CRE-luciferase, luminescence, 4-6 h; cells express a hypersensitive GLP-1R form; Potency, µM (titrated, usually from 45.6 µM), for the others: at the top dose activation, most hits filed as activators; hit rate 0.007% among 380,000; also: potency is read from the fitted curve at half-maximal effect; % of control where 0% means no effect
Target sequence (P43220 whole entry, looked up): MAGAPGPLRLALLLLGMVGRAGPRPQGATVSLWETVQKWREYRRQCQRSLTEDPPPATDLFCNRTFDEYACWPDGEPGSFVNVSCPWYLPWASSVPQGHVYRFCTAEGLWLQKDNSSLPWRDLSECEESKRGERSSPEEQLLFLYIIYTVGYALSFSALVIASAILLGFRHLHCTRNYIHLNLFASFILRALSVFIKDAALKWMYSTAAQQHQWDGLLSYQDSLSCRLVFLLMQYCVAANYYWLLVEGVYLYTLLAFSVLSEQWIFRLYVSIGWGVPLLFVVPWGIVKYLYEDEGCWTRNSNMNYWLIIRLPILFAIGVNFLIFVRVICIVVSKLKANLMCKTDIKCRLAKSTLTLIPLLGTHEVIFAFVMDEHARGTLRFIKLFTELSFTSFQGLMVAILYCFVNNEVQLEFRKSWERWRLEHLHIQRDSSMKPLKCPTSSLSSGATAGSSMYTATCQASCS
SW480 rerep = inducers of DNA re-replication in SW480 colon cancer cells; SW480 DNA re-replication, Hoechst DNA content imaging, 48 h; Potency, µM (series often up to 46.1 µM), without a hit: at the top dose re-replication activation, usual class: activators; hit rate 1.8% among 340,000; also: potency is read from the fitted curve at half-maximal effect; % of control where 0% means no effect; nearly all actives have a fitted effect of over 55% in size
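SW480 cells exposed to compounds for 48 hr at 37 C, 5% CO2, then Hoechst-stained 40 min. Nuclear DNA content imaged by fluorescence scanning (405 nm excitation, 500-530 nm emission); re-replication scored as increased high-intensity nuclei.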
Active calls of the source: *; u = inconclusive; x = not tested or not shown; [ ] = remark or other dose. Unless noted, calls follow the shape of the dose curve; as a rule, active = well fitted curve in the direction sought with a large enough effect; inconclusive = small, poorly fitted or top-dose-only effect, or another doubt; inactive = no such curve, though single readings can be large; an effect the other way counts as inactive or inconclusive.

nr	smiles	KB-V1 cytotox	HT1080NT lethal	D3 antag	D3 ag	KB-3-1 tox	HT1080 IDH1KD tx	IL1B secr inh	GLP1R ag	SW480 rerep
1	CC12CCC(C(=O)NCCN3CCCCC3)(CC1=O)C2(C)C (stereo not given)	-4%	1%	-16	-13	-7%	-10%	2	-8%	-4%
2	Cc1cccc(C)c1NC(=O)C(c1ccccc1)N(C)CCc1ccccc1 (stereo not given)	-15%	u	-6	7	-1%	u	18	-5%	x
3	Cc1cccc(C(=O)N2[C@@H](C(C)C)COc3cc(Br)ccc3S2(=O)=O)c1	u	u	3	3	u	u	-3	-3%	2%
4	COC(=O)c1cccnc1NC(=S)NNC(=O)c1ccccc1	-24%	18%	-21	-4	-7%	14%	2	16%	-4%
5	CSc1ccc2[nH]c(=O)cc(C)c2c1	u	-4%	-13	-16	0%	0%	17	11%	0%
6	Cc1ccccc1OCC(=O)Nc1ccc(NC(=O)c2ccco2)cc1	-1%	1%	-3	-3	3%	4%	-14	-3%	0%
7	COc1cccc(NC(=O)Cn2c(=O)n(Cc3ccccc3)c(=O)c3c4c(sc32)CN(C(C)=O)CC4)c1	-29%	x	x	-14	1%	x	x	2%	x
8	CCCCn1c(N)c(N(CC)C(=O)c2cc(S(=O)(=O)N3CCCCCC3)ccc2OC)c(=O)[nH]c1=O	-1%	4%	11	-6	-2%	13%	4	4%	-5%
9	C[C@H](NC(=O)c1ccco1)C(=O)NNC(=O)c1ccc(F)cc1	17%	16%	-7	-7	-4%	12%	2	0%	3%
10	Cc1ccc(N(Cc2cc3ccc(C)cc3[nH]c2=O)S(=O)(=O)c2ccccc2)cc1	-15%	6%	7	-9	-2%	1%	-19	-2%	14%
11	COc1ccc(NC(=O)CN(C)C(=O)c2cc(-c3ccc(Cl)cc3)nc3ccccc23)cc1	u	-18%	9	5	-7%	-22%	-7	-16%	9%
12	CCc1ccc(-n2c(=O)c3ccccc3n(Cc3ccccc3C#N)c2=O)cc1	u	x	x	0	-5%	x	x	-1%	x
13	COc1cc(/C=C2\SC(=S)N(C(C(=O)O)c3ccccc3)C2=O)cc(OC)c1OC (stereo not given)	12%	-27%	-22	2	12%	-21%	-5	2%	1%
14	COc1ccc(CNC(=O)CN(Cc2ccc(OC)cc2)C(=O)CCC(=O)Nc2nccs2)cc1	18%	8%	3	6	15%	-12%	0	6%	-3%
15	CCN1C(=O)c2ccccc2Sc2ccc(C(=O)NCCN3CCOCC3)cc21	10%	3%	-20	3	13%	5%	8	7%	-7%
16	O=C(COC(=O)C1CC2CCCC(C1)C2=O)NNC(=O)c1ccccc1F (stereo not given)	3%	-1%	15	4	-1%	8%	1	-13%	-3%
17	Cc1ccc(SCCNC(=O)C(C)C)cc1	8%	5%	5	-4	-6%	-4%	0	-2%	-1%
18	NS(=O)(=O)c1ccc(CCNC(=O)CSc2ncnc3ccccc23)cc1	-4%	0%	-14	8	19%	-22%	6	2%	-3%
19	CS(=O)(=O)Nc1ccc2c(c1)[C@H]1C[C@H](CC(=O)NCc3cccc(F)c3)O[C@@H](CO)[C@H]1O2	13%	-11%	-30	-7	-5%	0%	-14	11%	x
20	COc1ccc(Cl)cc1C(=O)NNC(=O)CN1C(=O)C2CC=CCC2C1=O (stereo not given)	0%	-1%	12	-2	14%	3%	0	0%	-58%[inhibitor]
21	CCc1c(O)nc(SCC(=O)Nc2nc3ccccc3s2)n(-c2ccccc2)c1=O	8%	u	-6	1	16%	u	13	-2%	-16%
22	COc1ccc(/C=N/NC(=O)c2nnn(-c3nonc3N)c2CN(C)c2ccccc2)cc1	16%	-18%	8	1	u	0%	u	0%	0%
23	CCOCCCNc1ncnc2c1[nH]c1ccccc12	u	-6%	12	-8	u	-16%	0	-2%	3%
24	CC(=O)c1c(C)nn(C(C)CC(=O)O)c1C (stereo not given)	9%	15%	0	-12	7%	1%	15	-1%	0%
25	Cc1onc(-c2ccccc2Cl)c1C(=O)Nc1ccccc1O	-12%	-1%	5	-9	-14%	-1%	32	7%	2%
26	COc1ccc(OCCNC(=O)/C=C/c2ccc([N+](=O)[O-])cc2)cc1	u	-3%	-19	-3	13%	9%	-7	6%	-5%
27	NC(=O)C[C@@H]1NC(=O)CNC(=O)c2cc([N+](=O)[O-])cc(I)c2NCCC(C(N)=O)NC1=O (stereo not given in full)	u	12%	10	8	16%	0%	8	-5%	-51%[inhibitor]
28	COc1cccc(/C=C/C(=O)c2ccc(NS(=O)(=O)c3ccc(C)cc3)cc2)c1	u	u	-54*	-9	0%	u	-99*	8%	u
29	COc1cc(C(=O)NNC(=S)Nc2ccc(S(N)(=O)=O)cc2)cc(OC)c1OC	u	u	-17	1	u	u	-8	12%	0%
30	c1ccc2c(-c3csc(-c4ccncc4)n3)c[nH]c2c1	u	u	-16	1	u	u	-15	19%	21µM*
31	Cc1cccc(NC(=S)NCCc2ccc(S(N)(=O)=O)cc2)c1C	-7%	1%	-24	-11	-5%	7%	3	6%	-3%
32	Cc1ccc(O)c(CNn2cnnc2)c1	-2%	3%	0	-21	-12%	5%	10	1%	4%
33	Cc1cccc(Nc2nc(N)nc(CN3CCN(C)CC3)n2)c1	-27%	6%	6	-17	7%	3%	0	-7%	2%
34	Cc1cc(NC(=O)CSc2n[nH]c(-c3ccccc3Br)n2)no1	6%	-2%	-5	-1	-7%	-2%	19	11%	0%
35	O=C(Nc1ccc(OC(F)F)cc1)c1cc(S(=O)(=O)N2CCCCC2)ccc1N1CCOCC1	13%	-1%	15	7	15%	5%	-24	20%	6%
36	Cc1noc(C)c1COc1cccc(C(=O)OC(C)C(=O)Nc2c(C)n(C)n(-c3ccccc3)c2=O)c1 (stereo not given)	10%	11%	6	9	-2%	4%	29	-2%	2%
37	Cn1c(=O)c2c(nc(Cl)n2CC(=O)NC2(C#N)CCCCC2)n(C)c1=O	0%	-4%	-15	-5	12%	-11%	18	0%	6%
38	CN(C(=O)COC(=O)c1ccccc1OCc1ccc(F)cc1)C1CCS(=O)(=O)C1 (stereo not given)	18%	0%	5	3	0%	7%	1	17%	-19%
39	CCOC(=O)c1c(C)[nH]c(C)c1C(=O)COc1ccc(NC(=O)c2ccco2)cc1	-14%	0%	15	11	-8%	0%	u	20%	-4%
40	COc1cc(C2NC(=O)NC(c3ccccc3)=C2C(C)=O)cc([N+](=O)[O-])c1O (stereo not given)	u	9%	-5	2	3%	6%	30	-2%	-44%[inhibitor]
41	CCOC(=O)c1cc(S(=O)(=O)Nc2cc(OC)ccc2OC)[nH]n1	14%	x	x	-14	2%	x	x	-1%	x
42	CC(=O)Oc1cccc(/C=N\NC(=O)C(=O)N/N=C/c2cccc(OC(C)=O)c2)c1	-1%	1%	0	0	-6%	-9%	23	0%	-5%
43	COc1ccc(/C(C)=N/NC(=O)CNC(=O)C(c2ccccc2)c2ccccc2)c(OC)c1	-16%	-1%	-7	-4	2%	-7%	-8	-5%	-17%
44	Fc1ccccc1COc1cccc(/C=N/n2cnnc2)c1	13µM*	-3%	17	12	-15%	4%	-7	2%	-3%
45	Cc1ccc(S(=O)(=O)Nc2nc3ccccc3nc2Nc2cccc(S(=O)(=O)N3CCCC3)c2)cc1	u	-23%	46	32*	u	-26%	33	0%	u
46	CCOC(=O)c1ccc(NC(=S)NN2CCOCC2)cc1	-15%	5%	15	1	-3%	4%	15	5%	-1%
47	CC(C(=O)Nc1ccc2c(c1)OCO2)N1CCC(N2CCCCC2)CC1 (stereo not given)	15%	1%	-2	-3	-2%	-8%	-22	7%	-6%
48	COc1ccccc1CNC(=O)C1(C)CCN1Cc1ccc(OC(F)(F)F)cc1 (stereo not given)	-19%	u	47	10	0%	u	-10	22%	x
49	Cc1cc2c(cc1S(=O)(=O)Nc1cccc(F)c1C)NC(=O)CO2	-7%	-1%	-1	-6	6%	u	-10	8%	-5%
50	O=C(Cc1ccc(S(=O)(=O)N2CCOCC2)s1)Nc1ccc(S(=O)(=O)N2CCCCC2)cc1	9%	-19%	-25	-2	-27%	-18%	-15	3%	9%

Among those listed so far, 8 contain an NH in an aromatic ring:
nr	smiles	KB-V1 cytotox	HT1080NT lethal	D3 antag	D3 ag	KB-3-1 tox	HT1080 IDH1KD tx	IL1B secr inh	GLP1R ag	SW480 rerep
5	CSc1ccc2[nH]c(=O)cc(C)c2c1	u	-4%	-13	-16	0%	0%	17	11%	0%
8	CCCCn1c(N)c(N(CC)C(=O)c2cc(S(=O)(=O)N3CCCCCC3)ccc2OC)c(=O)[nH]c1=O	-1%	4%	11	-6	-2%	13%	4	4%	-5%
10	Cc1ccc(N(Cc2cc3ccc(C)cc3[nH]c2=O)S(=O)(=O)c2ccccc2)cc1	-15%	6%	7	-9	-2%	1%	-19	-2%	14%
23	CCOCCCNc1ncnc2c1[nH]c1ccccc12	u	-6%	12	-8	u	-16%	0	-2%	3%
30	c1ccc2c(-c3csc(-c4ccncc4)n3)c[nH]c2c1	u	u	-16	1	u	u	-15	19%	21µM*
34	Cc1cc(NC(=O)CSc2n[nH]c(-c3ccccc3Br)n2)no1	6%	-2%	-5	-1	-7%	-2%	19	11%	0%
39	CCOC(=O)c1c(C)[nH]c(C)c1C(=O)COc1ccc(NC(=O)c2ccco2)cc1	-14%	0%	15	11	-8%	0%	u	20%	-4%
41	CCOC(=O)c1cc(S(=O)(=O)Nc2cc(OC)ccc2OC)[nH]n1	14%	x	x	-14	2%	x	x	-1%	x

Screening results: PubChem, National Center for Advancing Translational Sciences (NCATS)
